Xi reactivation: X-chromosome reactivation activator | XiGFP mouse fibroblasts, % GFP-positive cells imaging, 3 d; cells co-treated with 5-aza-dC sensitizer; scaled so ellipticine positive control = 100% | activation, % at 7.58 µM | actives 0.055% (n = 360,000);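 active = mean normalized replicate activation at least 10% and every replicate at or above 10%; inconclusive = only one of the two criteria met; inactive = mean below 10% and not all replicates reach 10%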;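 also: 0% = median of on-plate neutral control wells and 100% = ellipticine 6 µM median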
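System: 68-5-11 XiGFP fibroblast line; Timing: 3 days compound exposure; Compound dosing: one concentration, pinned; Benchmarks: positive control ellipticine, 6 µM final; Buffer or medium: DMEM containing 5-aza-dC.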
F508del corr: correctors of CFTR F508del function in bronchial epithelial cells; activity (quench increase), % at 7.58 µM; actives 0.36% (n = 350,000); AID 720511; CFBE cells, YFP halide quenching; stimulated with forskolin plus potentiator P3; % fluorescence drop versus neutral controls;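 active = mean added fluorescence quench of at least 8% versus neutral control, with both replicates also reaching 8%; inconclusive = only one of the mean or replicate conditions met; inactive = mean below 8% and not both replicates reaching 8%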;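 also: cells transiently co-express mutant CFTR-F508del with the halide-sensitive YFP; corrector assay measuring rescue of mutant channel to the surface after 24 h compound exposure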
GSIS activator: GLuc luminescence reporter in INS-1E cells, primary screen for activators of glucose-dependent secretion of insulin. INS-1E GLuc reporter insulin secretion, 2-3 h. activation, % at 16.6 µM. actives 0.61% (n = 370,000);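 active = lowest replicate activation of at least 40%, so every replicate reaches that level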;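 also: 0% = median of neutral control wells and 100% = median of IBMX positive control wells; some compounds called inactive have numbers as strong as hits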
DENV2 CPE: inhibitors of DENV2 cytopathic effect. DENV2-infected cells, cytopathic effect rescue, plate reader. CPE inhibition, % at 9.99 µM. actives 1.7% (n = 350,000); in the data active = CPE inhibition above about 20%, passing the limit was not always enough; inconclusive = no clear call, values can overlap the other calls; tested in BHK-21 cells;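 also: 0% = median of neutral control wells and 100% = median of positive control wells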
E-sel inducer: induces E-selectin expression in human endothelial cells. P16581. HUVEC E-selectin immunofluorescence imaging; normalized: neutral wells 0, TNF-alpha wells 100. activation, % at 7.58 µM. actives 0.37% (n = 260,000). AID 686992;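 active = mean E-selectin-positive cell signal at least 10% of the positive control, reached in at least 60% of replicates, without over 20% cell loss; inconclusive = no rule given, readout overlaps actives, possibly toxicity-flagged; inactive = the rest, including those meeting only one limit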;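 also: in these data hits start at about 27%; measured in HUVEC primary endothelial cells; signal is the percent of cells scored E-selectin positive by PE staining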
Target sequence (P16581 whole entry, looked up): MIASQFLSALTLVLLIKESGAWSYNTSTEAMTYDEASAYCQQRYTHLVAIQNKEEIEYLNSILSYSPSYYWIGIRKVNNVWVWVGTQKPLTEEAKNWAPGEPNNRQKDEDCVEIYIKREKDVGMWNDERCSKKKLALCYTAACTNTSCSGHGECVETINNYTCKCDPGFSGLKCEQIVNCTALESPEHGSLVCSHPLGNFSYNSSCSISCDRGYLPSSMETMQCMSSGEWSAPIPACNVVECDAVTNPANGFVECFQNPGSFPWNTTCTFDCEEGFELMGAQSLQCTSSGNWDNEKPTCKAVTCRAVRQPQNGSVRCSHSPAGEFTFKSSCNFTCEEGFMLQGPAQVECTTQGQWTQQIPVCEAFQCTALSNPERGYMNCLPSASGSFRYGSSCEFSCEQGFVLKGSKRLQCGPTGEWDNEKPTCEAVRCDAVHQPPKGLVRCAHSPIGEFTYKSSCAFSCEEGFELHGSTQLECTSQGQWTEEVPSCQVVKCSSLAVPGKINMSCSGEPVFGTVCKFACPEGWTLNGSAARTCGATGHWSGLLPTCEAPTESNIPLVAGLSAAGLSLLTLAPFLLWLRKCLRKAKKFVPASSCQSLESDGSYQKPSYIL
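Read-out basis: % PE-positive cells; Test system: HUVEC primary endothelial cells; Technique: immunofluorescence imaging; Dosing: single-point compound dose.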
RAD52 anneal inh: RAD52 (human) annealing inhibition. actives 0.46% (n = 360,000). inhibition, % at 18.7 µM. AID 651710. P43351. recombinant RAD52 DNA annealing, FRET fluorescence;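 active = every replicate showing at least 50% inhibition; inconclusive = mean inhibition at least 50% but not in every replicate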
RAD54 inh: inhibitors of human RAD54 branch migration; Q92698; RAD54 Holliday junction branch migration, FAM/BHQ fluorescence; inhibition, % at 10.4 µM; actives 0.14% (n = 360,000); AID 602329;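 active = mean normalized replicate activity at least 40 and at least half of replicates scoring 40 or more; inconclusive = only one of the two criteria met; inactive = mean below 40 and under half of replicates reaching 40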;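 also: 0% = median of neutral control wells and 100% = median of positive control wells; inhibitors cause a drop in the FAM fluorescence signal; in these data hits start at about 50%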
CASP6 VEID inh: caspase-6 (human) enzyme inhibition; P55212; purified caspase-6, Z-VEID-R110 cleavage fluorescence; inhibition, % at 12.5 µM; actives 0.53% (n = 350,000); AID 686996;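 active = mean inhibition across replicates at least about 35%, with every replicate also reaching that limit, limit read from the data; inconclusive = only one of the two criteria met; inactive = neither criterion met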;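 also: 0% = median of neutral control wells and 100% = no fluorescence left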
Target sequence (P55212 24-179 limits assumed): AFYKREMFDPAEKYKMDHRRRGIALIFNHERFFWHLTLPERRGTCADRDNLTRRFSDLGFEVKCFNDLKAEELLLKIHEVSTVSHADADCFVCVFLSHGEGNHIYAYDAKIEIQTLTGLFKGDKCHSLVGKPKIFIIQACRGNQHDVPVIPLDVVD
Target sequence (P55212 194-293 limits assumed): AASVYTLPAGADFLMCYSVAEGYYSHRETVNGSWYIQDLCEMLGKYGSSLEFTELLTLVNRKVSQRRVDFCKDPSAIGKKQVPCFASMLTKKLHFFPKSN
* hit, by the source's call.

CC(C)CCN1C(=O)c2ccc(C(=O)OCC(=O)N(CC(C)C)C3CCS(=O)(=O)C3)cc2C1=O (centres undefined) was read as Xi reactivation 0.0, F508del corr 1.8, DENV2 CPE 3, E-sel inducer -0.6, RAD52 anneal inh 3, RAD54 inh 3 and CASP6 VEID inh 4.
Screening CC(NCc1ccc([N+](=O)[O-])cc1)C1COc2ccccc2O1 (centres undefined) returned Xi reactivation 0.1, F508del corr -2.7, GSIS activator 0, DENV2 CPE -1, E-sel inducer 0.3, RAD52 anneal inh -17, RAD54 inh -3 and CASP6 VEID inh -3.
`O=C(NC(=S)N1CCN(c2ccc(F)cc2)CC1)c1cccs1` gave Xi reactivation 0.5, F508del corr -2.8, GSIS activator 5, DENV2 CPE -3, RAD52 anneal inh -33, RAD54 inh -5 and CASP6 VEID inh 2.
For C[C@H]1CN([C@@H](C)CO)C(=O)c2cc(C3=CCCCC3)cnc2O[C@H]1CN(C)C(=O)Nc1ccc(F)cc1 the results were Xi reactivation -0.4, F508del corr -1.2, GSIS activator -30, DENV2 CPE 9, E-sel inducer 0.6, RAD52 anneal inh 21, RAD54 inh -1 and CASP6 VEID inh -2.
For Cc1cc(NC(=O)CSc2nnc3c4c(C)c(C)sc4ncn23)no1 the results were F508del corr 3.9, GSIS activator 3, DENV2 CPE -3, RAD52 anneal inh -67, RAD54 inh -7 and CASP6 VEID inh -3.
`N#Cc1cccc(C#N)c1Oc1ccc(S(=O)(=O)Nc2ccccc2)cc1` gave Xi reactivation 0.0, F508del corr -2.6, GSIS activator 0, DENV2 CPE 1, RAD52 anneal inh -8, RAD54 inh 0 and CASP6 VEID inh 0.
Screening CC(C(=O)Nc1ccc(C(F)(F)F)cc1)N(C)CC(=O)N1CCN(Cc2ccccc2)CC1 (centres undefined) returned Xi reactivation 0.2, F508del corr -3.5, GSIS activator -33, DENV2 CPE 11, E-sel inducer 0.8, RAD52 anneal inh -4, RAD54 inh -8 and CASP6 VEID inh -2.
Screening COc1ccc(NC(=S)Nc2cnc3ccccc3c2)c(OC)c1 returned Xi reactivation -0.2, F508del corr -2.9, GSIS activator 3, DENV2 CPE -1, E-sel inducer 0.3, RAD52 anneal inh -9 and CASP6 VEID inh 3.
`Cc1cc(C)n(CCCNC(=O)CCNS(=O)(=O)c2ccccc2C(F)(F)F)n1` gave Xi reactivation 0.3, F508del corr -1.4, GSIS activator 7, DENV2 CPE 3, RAD52 anneal inh -11, RAD54 inh -6 and CASP6 VEID inh 2.
`Cc1ccc2[nH]c(C)c(CCNC(=O)NC3CCCCC3)c2c1` gave Xi reactivation -0.2, F508del corr 0.8, GSIS activator 0, DENV2 CPE 7, E-sel inducer -1.8, RAD52 anneal inh 9, RAD54 inh 4 and CASP6 VEID inh -7.
Screening CCOc1ccc(CCN2C(=S)N([C@@H](CC(C)C)CN3CCC[C@@H]3CN3C(=S)NC[C@@H]3Cc3ccccc3)C[C@@H]2Cc2ccc(O)cc2)cc1 returned Xi reactivation 0.0, F508del corr 2.8, GSIS activator -28, DENV2 CPE -1, E-sel inducer 0.0, RAD52 anneal inh 18, RAD54 inh -7 and CASP6 VEID inh -4.
O=C(c1cc(-c2ccc(Br)cc2)on1)N1CCOCC1 was read as Xi reactivation 0.0, F508del corr -0.4, GSIS activator 16, DENV2 CPE 4, E-sel inducer 0.1, RAD52 anneal inh -12, RAD54 inh 0 and CASP6 VEID inh -3.
`O=C(NCc1cccnc1)C1c2ccccc2C(=O)N1C1CCCCCCC1` (centres undefined) gave F508del corr -0.2, GSIS activator -3, RAD52 anneal inh -4, RAD54 inh -9 and CASP6 VEID inh -4.
`O=C(NNC(=O)c1ccc(Br)o1)c1ccc(NS(=O)(=O)c2cccs2)cc1` gave Xi reactivation 0.2, F508del corr -0.9, GSIS activator -1, DENV2 CPE -4, E-sel inducer -0.3, RAD52 anneal inh -27, RAD54 inh -10 and CASP6 VEID inh 1.
For NC(=O)C1CCN(Cc2ccc(OCc3ccccc3)cc2)CC1 the results were Xi reactivation 0.0, F508del corr -1.0, GSIS activator -13, DENV2 CPE 15, RAD52 anneal inh 10, RAD54 inh 1 and CASP6 VEID inh -9.

A section of the results above, as a working copy:
Screening CCOc1ccc(CCN2C(=S)N([C@@H](CC(C)C)CN3CCC[C@@H]3CN3C(=S)NC[C@@H]3Cc3ccccc3)C[C@@H]2Cc2ccc(O)cc2)cc1 returned Xi reactivation 0.0, F508del corr 2.8, GSIS activator -28, DENV2 CPE -1, E-sel inducer 0.0, RAD52 anneal inh 18, RAD54 inh -7 and CASP6 VEID inh -4.
O=C(c1cc(-c2ccc(Br)cc2)on1)N1CCOCC1 was read as Xi reactivation 0.0, F508del corr -0.4, GSIS activator 16, DENV2 CPE 4, E-sel inducer 0.1, RAD52 anneal inh -12, RAD54 inh 0 and CASP6 VEID inh -3.
`O=C(NCc1cccnc1)C1c2ccccc2C(=O)N1C1CCCCCCC1` (centres undefined) gave F508del corr -0.2, GSIS activator -3, RAD52 anneal inh -4, RAD54 inh -9 and CASP6 VEID inh -4.
`O=C(NNC(=O)c1ccc(Br)o1)c1ccc(NS(=O)(=O)c2cccs2)cc1` gave Xi reactivation 0.2, F508del corr -0.9, GSIS activator -1, DENV2 CPE -4, E-sel inducer -0.3, RAD52 anneal inh -27, RAD54 inh -10 and CASP6 VEID inh 1.
For NC(=O)C1CCN(Cc2ccc(OCc3ccccc3)cc2)CC1 the results were Xi reactivation 0.0, F508del corr -1.0, GSIS activator -13, DENV2 CPE 15, RAD52 anneal inh 10, RAD54 inh 1 and CASP6 VEID inh -9.

(list continues)
For c1ccc(COc2ccc(OCCCNC3CCCC3)cc2)cc1 the results were GSIS activator -16, RAD52 anneal inh 13, RAD54 inh 0 and CASP6 VEID inh -3.
For O=C(NC[C@@H]1CC[C@H]2[C@H](CN2S(=O)(=O)c2ccccc2[N+](=O)[O-])O1)Nc1ccccc1 the results were F508del corr -1.7, DENV2 CPE 0, RAD52 anneal inh -22 and CASP6 VEID inh 4.
CO[C@H]1CN(C)C(=O)c2ccc(NS(C)(=O)=O)cc2OC[C@H](C)NC[C@H]1C was read as Xi reactivation -0.4, F508del corr -2.6, GSIS activator -8, DENV2 CPE 1, E-sel inducer 3.1, RAD52 anneal inh -12, RAD54 inh 0 and CASP6 VEID inh -2.
`CCN1C(=O)[C@H]2[C@H]3CN=C(SCC4CC4)N3[C@@](Cc3ccccc3)(C(=O)OC)[C@H]2C1=O` gave Xi reactivation 0.0, F508del corr -0.1, GSIS activator -4, DENV2 CPE -9, RAD52 anneal inh 8, RAD54 inh -11 and CASP6 VEID inh -2.
CCNC(=O)C[C@@H]1CC[C@H]2[C@H](COc3ccc(NC(=O)c4ccccc4Cl)cc3C(=O)N2C)O1 was read as Xi reactivation 0.1, F508del corr 0.2, GSIS activator -6, DENV2 CPE -1, E-sel inducer 0.0 and RAD54 inh -3.
For O=C(Cn1nc(Cc2cccnc2)c2ccccc2c1=O)Nc1ccccc1F the results were Xi reactivation -0.2, F508del corr 2.0, GSIS activator 6, DENV2 CPE 3, E-sel inducer 2.7, RAD52 anneal inh -11, RAD54 inh -2 and CASP6 VEID inh 3.
Screening CN(C)CC(=O)N[C@@H]1CC[C@@H](CCNC(=O)Nc2ccc(Cl)cc2)O[C@@H]1CO returned Xi reactivation -0.2, F508del corr -1.2, GSIS activator 4, DENV2 CPE 4, E-sel inducer -0.4, RAD52 anneal inh 17, RAD54 inh -4 and CASP6 VEID inh -1.
For COc1ccc(-c2cc(=O)oc3cc(OCC(=O)Nc4ccc(CCO)cc4)ccc23)cc1 the results were Xi reactivation 0.1, F508del corr 1.1, GSIS activator 19, DENV2 CPE 7, E-sel inducer inconclusive, RAD52 anneal inh -7, RAD54 inh 5 and CASP6 VEID inh -2.
Screening COc1ccc(-n2nc(C(=O)Nc3nc4ccc(OC)cc4s3)c3ccccc3c2=O)cc1 returned Xi reactivation 0.0, DENV2 CPE 12, RAD52 anneal inh -14 and CASP6 VEID inh -3.
Screening O=C(NC1(C(F)(F)F)C(=O)Nc2c1c(=O)[nH]c(=O)n2Cc1ccccc1)c1ccc(Cl)cc1Cl (centres undefined) returned F508del corr -0.2, DENV2 CPE -3, RAD52 anneal inh -19, RAD54 inh -1 and CASP6 VEID inh -3.
For COc1ccc(NC(=O)CCCNC(=O)c2ccc(Cl)cc2)cc1S(=O)(=O)N1CCOCC1 the results were Xi reactivation 1.4, F508del corr -1.4, GSIS activator 20, DENV2 CPE 4, RAD52 anneal inh -4, RAD54 inh 13 and CASP6 VEID inh -1.
Screening CCOC(=O)N(C)c1c(CC)nc2c(OCc3ccc(Cl)cc3Cl)cccn12 returned Xi reactivation 0.2, F508del corr 0.2, DENV2 CPE -3, E-sel inducer -0.4, RAD52 anneal inh -37 and RAD54 inh 4.
Screening CCCC(=O)N1CC2(CN[C@@H](CO)c3c2c2ccc(OC)cc2n3C)C1 returned Xi reactivation 0.3, F508del corr 3.3, GSIS activator 7, DENV2 CPE inconclusive and E-sel inducer 0.2.
C[C@@H]1CN([C@H](C)CO)C(=O)c2cc(NC(=O)Cc3ccccc3)ccc2O[C@@H]1CN(C)Cc1ccc(C(=O)Nc2ccccc2N)cc1 was read as Xi reactivation 0.0, F508del corr -1.4, GSIS activator 15, DENV2 CPE -4, E-sel inducer 4.2, RAD52 anneal inh 7, RAD54 inh -3 and CASP6 VEID inh -2.
Screening Cn1c2c(c3ccccc31)CCN(CCCCN1CCN(c3ccccc3)CC1)C2=O returned Xi reactivation -0.1, F508del corr 3.0, GSIS activator -43, DENV2 CPE -2, E-sel inducer -0.2, RAD52 anneal inh -13 and CASP6 VEID inh -1.
For CC1=C(C(=O)O)N2C(=O)C(NC(=O)c3c(F)cccc3F)C2SC1 (centres undefined) the results were Xi reactivation 1.6, F508del corr -3.4, GSIS activator 19, DENV2 CPE -1, E-sel inducer 16, RAD52 anneal inh -10, RAD54 inh 3 and CASP6 VEID inh 3.
`CC[C@@]12C(=O)N(c3cccc(F)c3)C(=O)N1[C@H](c1ccc(Br)cc1)[C@@H]1C(=O)N(C(C)(C)C)C(=O)[C@@H]12` gave Xi reactivation 0.0, F508del corr -2.9, GSIS activator -5, E-sel inducer -0.2 and RAD54 inh -4.
For CCOC(=O)c1sc(/N=C/N(C)C)nc1C the results were Xi reactivation 0.1, F508del corr 1.0, GSIS activator 6, DENV2 CPE 40*, RAD52 anneal inh 12, RAD54 inh 2 and CASP6 VEID inh 1.
For COC(=O)C[C@@H]1CC[C@@H]2[C@H](COc3ccc(NC(=O)c4cscn4)cc3C(=O)N2C)O1 the results were Xi reactivation 0.4, F508del corr -2.0, GSIS activator 3, DENV2 CPE 9, E-sel inducer 0.0, RAD52 anneal inh -3, RAD54 inh 1 and CASP6 VEID inh -2.
For C[C@@H]1CN([C@H](C)CO)C(=O)c2cc(NC(=O)C3CCCCC3)ccc2O[C@@H](C)CCCCO[C@H]1CN(C)S(=O)(=O)c1ccc(Cl)cc1 the results were Xi reactivation 0.4, F508del corr -1.2, GSIS activator -30, DENV2 CPE 3, E-sel inducer 0.1, RAD52 anneal inh -14, RAD54 inh 6 and CASP6 VEID inh -2.
